Source: PubChem BioAssay (National Center for Advancing Translational Sciences (NCATS))
GCN5L2 inh: GCN5L2 (KAT2A) acetyltransferase inhibition; Q92830; GCN5L2 HAT assay, ThioGlo1 CoA-SH fluorescence; Potency, µM (highest dose often 58.9 µM), without a hit: at the top dose activity change, negative = inhibition, actives largely listed as inhibitors; hit rate 0.21% among 390,000
Target sequence (Q92830 whole entry, looked up): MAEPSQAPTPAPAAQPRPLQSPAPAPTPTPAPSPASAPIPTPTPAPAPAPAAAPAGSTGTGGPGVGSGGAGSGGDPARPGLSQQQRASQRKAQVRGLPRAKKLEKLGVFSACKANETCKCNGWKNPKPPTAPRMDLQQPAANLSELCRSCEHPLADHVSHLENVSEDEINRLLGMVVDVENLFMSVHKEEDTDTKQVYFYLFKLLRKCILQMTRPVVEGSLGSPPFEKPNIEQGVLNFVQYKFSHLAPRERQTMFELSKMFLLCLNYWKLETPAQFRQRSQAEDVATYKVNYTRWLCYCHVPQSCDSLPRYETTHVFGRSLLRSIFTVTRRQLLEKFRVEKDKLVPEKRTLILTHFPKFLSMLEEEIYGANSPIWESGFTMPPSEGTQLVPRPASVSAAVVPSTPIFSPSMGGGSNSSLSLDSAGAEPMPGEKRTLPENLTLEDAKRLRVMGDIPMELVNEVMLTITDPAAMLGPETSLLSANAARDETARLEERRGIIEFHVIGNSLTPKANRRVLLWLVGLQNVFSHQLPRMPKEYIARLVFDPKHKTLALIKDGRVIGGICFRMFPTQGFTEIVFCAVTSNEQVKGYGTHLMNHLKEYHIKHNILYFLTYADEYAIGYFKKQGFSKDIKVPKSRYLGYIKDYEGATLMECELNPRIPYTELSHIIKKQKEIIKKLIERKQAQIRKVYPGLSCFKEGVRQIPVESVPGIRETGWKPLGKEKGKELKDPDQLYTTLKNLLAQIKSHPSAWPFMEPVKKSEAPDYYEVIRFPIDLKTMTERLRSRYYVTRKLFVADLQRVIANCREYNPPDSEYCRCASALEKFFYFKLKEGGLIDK
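GCN5L2 (20 nM) in 50mM HEPES pH 7.5, 0.1mM EDTA, 0.01% Tween-20 preincubated 15 min with compounds at room temperature. Reaction started with H3(1-25) 75uM, acetyl-CoA 70uM, ThioGlo1 50uM; CoA-thiol fluorescence (Ex340/Em540) read at 0 and 20 min.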
DT40 TDP1 CPT: DT40-hTDP1 cell growth loss with CPT; chicken DT40 Tdp1-/-;hTDP1 cells + 20 nM CPT, ATP luminescence, 48 h; Potency, µM (doses to about 46.2 µM), inactives show at the highest dose activity change, negative = growth inhibition, hits mostly inhibitors; hit rate 12% among 420,000; further: nearly all actives have a fitted effect of over 55% in size
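Chicken DT40 Tdp1-/- cells complemented with human TDP1, 400 cells/well, exposed to compounds plus 20 nM camptothecin for at least 48 h at 37 C; viability read as ATP content by CellTiter-Glo luminescence.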
TDP1 cell noCPT: qHTS for Inhibitors of human tyrosyl-DNA phosphodiesterase 1 (TDP1): qHTS in cells in absence of CPT | DT40 Tdp1-/- hTDP1 cells, no CPT, ATP luminescence, 48 h | Potency, µM (highest dose often 46.2 µM), for the others: at the highest dose activity change, negative = growth inhibition, most hits filed as inhibitors | hit rate 15% among 420,000 | AID 686978, 2013; further: nearly all actives have a fitted effect of over 55% in size
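A cellular qHTS used chicken DT40 cells lacking endogenous Tdp1 but carrying stably transfected human TDP1. Compounds were applied without camptothecin, and cell growth kinetics were judged by ATP-dependent luminescence after ≥48 hr.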
Active calls of the source: *; ? = inconclusive; / = no result given. The call rests on the fitted dose curve; in most records, active means well fitted curve in the direction sought with a large enough effect; inconclusive means small, poorly fitted or top-dose-only effect, or another doubt; inactive means no such curve, though single readings can be large; an effect the other way counts as inactive or inconclusive. On the % scale 0 is the no-effect control and ±100 the full control effect; potency means the concentration at half of the fitted maximal effect.

mol,DT40 TDP1 CPT,GCN5L2 inh,TDP1 cell noCPT
O=C(Nc1cccc(Cl)c1)c1cccc(Oc2ccc([N+](=O)[O-])cc2Cl)c1,?,-5.6%,?
Cc1ccccc1C(C)NS(=O)(=O)c1ccc2c(c1)OCCO2 (centres undefined),?,-1.9%,?
CCn1cnc2c1c(=O)n(Cc1nnc3n1-c1ccccc1SC3)c(=O)n2Cc1ccccc1,0.9%,-10.9%,-11.5%
O=C(O)CC(NC(=O)COc1ccc(Cl)cc1Cl)C(=O)O (centres undefined),-3.1%,-5.1%,-0.8%
Nc1nnc(CSCc2ccccc2Cl)s1,-6.0%,-11.2%,-21.7%
COC(=O)c1ccc(C)c(NS(=O)(=O)c2ccc(OC)c(OC)c2)c1,-24.3%,-6.2%,?
Nc1ccc(C(=O)c2cccs2)cc1[N+](=O)[O-],-11.1%,-4.7%,-25.1%
O=C(CSc1ccc(-c2ccncc2)nn1)c1ccc(Cl)cc1,-23.1%,2.2%,-19.2%
CCOc1ccc(S(=O)(=O)NCCC(=O)NCC2(N3CCCCC3)CCCCC2)cc1,-9.1%,-7.7%,-19.0%
CN1CCc2c(sc3nc(SCC(=O)N4CCCCC4)n(-c4ccccc4)c(=O)c23)C1,?,-19.7%,-25.6%

Additional structures
mol,DT40 TDP1 CPT,GCN5L2 inh,TDP1 cell noCPT
O=C(NCc1cccs1)C(=O)c1cn(CC(=O)N2CCCC2)c2ccccc12,-27.4%,-5.9%,-16.7%
O=C(Nc1cc(Cl)ccc1N1CCOCC1)c1ccc(N2CCCC2=O)cc1,-12.9%,-22.0%,-29.0%
COc1cc(OC)c(NC(=O)CNC(=O)Cn2ccc3ccccc3c2=O)cc1Cl,3.1%,-7.5%,-29.4%
NC(=S)NN=C(c1ccccc1)c1ccccc1,-4.7%,-6.2%,-6.9%
COc1ccc(C(=O)Oc2cccc(Nc3ncnc4ccccc34)c2)cc1OC,?,-8.9%,18.4µM*
COc1ccc2nc(C)c(C(=O)NN)cc2c1,-0.1%,-9.8%,?
CN1C(=O)NC(c2ccccc2)C2=C1CN(CCc1ccccc1)C2=O (centres undefined),-24.6%,8.4%,-2.8%
CCCCNc1nc2c(c(=O)n(C)c(=O)n2C)n1CC(O)COc1ccccc1C (centres undefined),20.6µM*,-7.2%,18.4µM*
CCOc1ccc(CCNC(=O)CCS(=O)(=O)c2ccc(C)cc2)cc1OCC,-5.2%,15.6%,-8.3%
CCn1cc(C(=O)N2CCN(c3ccccc3)CC2)c(=O)c2cc(S(=O)(=O)N3CCCC3)ccc21,-14.2%,-3.9%,-18.1%

(further entries)
mol,DT40 TDP1 CPT,GCN5L2 inh,TDP1 cell noCPT
CN(C)c1cc(N/N=C/c2ccccc2C(F)(F)F)nc(N(C)C)n1,-24.7%,-5.8%,?
CCOc1ccc(S(=O)(=O)NC2CCCCC2C)cc1 (centres undefined),?,/,?
O=C(Nc1ccc(Cl)c(Cl)c1)c1ccc(Cl)c(Cl)c1,?,0.5%,5.8µM*
CC(=O)c1sc(N2C(=O)c3oc4ccccc4c(=O)c3C2c2ccc(C)cc2)nc1C (centres undefined),7.1%,1.0%,1.9%
Clc1ccc(N2CCN(c3ccnc(Cl)n3)CC2)cc1,-18.9%,/,?
Cn1c(SCC(N)=O)nc2c([nH]c3ccccc32)c1=O,6.0%,-11.6%,-19.5%
COc1ccc(CCNC(=O)CSC2=NS(=O)(=O)c3ccccc3N2)cc1OC,?,2.1%,-5.2%
COc1ccc(C2CC2/C(=N/O)c2ccccc2)cc1 (centres undefined),23.1µM*,-8.7%,18.4µM*
Cc1ccc(NC(=O)Cn2c(C)cc(C)c(C#N)c2=O)c(Cl)c1,-13.3%,2.1%,-0.9%
Cn1c(=O)c(=O)n(C)c2cc(N3CCCC3)c(NC(=O)c3ccccc3F)cc21,-2.3%,-10.1%,-23.5%

The list continues:
mol,DT40 TDP1 CPT,GCN5L2 inh,TDP1 cell noCPT
CCN1CCN(C(=O)c2ccccc2NC(=O)c2ccc(Cl)cc2)CC1,0.5%,2.3%,5.9%
Cc1[nH]c2ccc(C(=O)NCCCN3CCCC3)cc2c1C,21.8%,-3.0%,-2.8%
O=C(/C=C/c1cccc(F)c1)NCCCn1ccnc1,-4.3%,-1.9%,17.1%
O=C1NC(c2cccc(Br)c2)=N/C1=C\c1ccco1,?,-2.6%,-11.8%
C=CCSc1nc2c(c(=O)[nH]c(=O)n2C)n1C/C=C(/C)Cl,?,-0.3%,?
O=C(CCC(=O)OCc1ccc([N+](=O)[O-])cc1)Nc1ccccc1Cl,0.6%,6.3%,11.1%
CCOC(=O)c1ccc(NC(=O)c2cc3c(n(-c4ccc(C)cc4)c2=O)CC(C)(C)CC3=O)cc1,-4.8%,-3.7%,?
O=C1CC(c2ccccc2Oc2cccc(Cl)c2)C(n2cncn2)C(=O)C1C1NCCc2ccccc21 (centres undefined),7.4%,-15.6%,5.1%
Cc1ccc2c(Br)cc(Br)c(O)c2n1,7.5µM*,0.4%,8.41µM*
CCN(CC)C(=O)C12CC3CC(CC(Cl)(C3)C1)C2,-18.2%,3.2%,-25.0%

More structures
mol,DT40 TDP1 CPT,GCN5L2 inh,TDP1 cell noCPT
CC(C)NC(=O)COc1cccc2ccccc12,5.5%,1.3%,0.6%
CCN(Cc1ccccc1)C(=O)c1sc2nc3n(c(=O)c2c1C)CCCC3,?,?,?
CCOc1ccccc1NC(=O)C(=O)c1cc(C)n(-c2ccc(F)cc2)c1C,?,-3.6%,-25.5%
CCOC(=O)N1CCN(S(=O)(=O)c2ccc(C)c(C)c2C)CC1,?,-0.3%,?
CCN(CC)C(=O)Cn1cc(C(=O)C(=O)NCC2COc3ccccc3O2)c2ccccc21 (centres undefined),-26.5%,-8.0%,-8.9%
CCOC(=O)C1CCCN(C(=O)c2cccc(NC(=O)C(CC)CC)c2)C1 (centres undefined),10.0%,-5.9%,-19.7%
O=C(C(=O)N1CCC(Cc2ccccc2)CC1)c1ccccc1Br,?,/,?
CCN(C(C)=O)c1ccc(Oc2nc(OC)cc(OC)n2)cc1,-3.4%,-1.8%,-12.7%
COc1ccc2c(c1)oc(=O)c1c3ccccc3[nH]c21,?,-5.0%,?
COc1ccc(CCNC(=O)CCCCn2c(=O)c3ccccc3n(Cc3ccc(F)cc3Cl)c2=O)cc1OC,20.6µM*,1.2%,6.51µM*

Shown with values under each structure: entries from further up.
Each structure is followed by: DT40 TDP1 CPT | GCN5L2 inh | TDP1 cell noCPT
CCOC(=O)C1CCCN(C(=O)c2cccc(NC(=O)C(CC)CC)c2)C1 (centres undefined)
→ 10.0% | -5.9% | -19.7%
COc1ccc2c(c1)oc(=O)c1c3ccccc3[nH]c21
→ ? | -5.0% | ?
CCN(C(C)=O)c1ccc(Oc2nc(OC)cc(OC)n2)cc1
→ -3.4% | -1.8% | -12.7%

(more compounds)
mol,DT40 TDP1 CPT,GCN5L2 inh,TDP1 cell noCPT
CCC1(C)Cc2nc3[nH]c(=S)n(-c4ccccc4C)c(=O)c3cc2CO1 (centres undefined),6.7%,-14.9%,-14.3%
CCNc1nnc(-c2ccccc2OC)s1,-17.8%,0.0%,2.8%
CN(CC(=O)Nc1ccccc1Br)C(=O)c1cccnc1Nc1cccc(C(F)(F)F)c1,?,-12.4%,?
CCc1ccc(OCC(=O)N(Cc2ccc(Cl)cc2)C2CCS(=O)(=O)C2)cc1 (centres undefined),?,-10.9%,?
CC(CCc1ccccc1)NC(=O)CN1CCN(c2ccccc2)CC1 (centres undefined),8.1%,-12.3%,12.3%
NC(=S)n1[nH]c(-c2ccc([N+](=O)[O-])cc2)c(N=Nc2cccc(Cl)c2)c1=O,8.2µM*,-5.7%,6.51µM*
O=C(NCc1ccco1)c1ccc(COc2ccccc2Cl)cc1,?,-25.6%,?
Cc1ccc(N2CCN(S(=O)(=O)c3ccc4oc(=O)c5ncn(C)c5c4c3)CC2)c(C)c1,-10.4%,-0.5%,?
Cc1cc(C)cc(OCC(=O)N(Cc2ccc(N(C)C)cc2)C2CCS(=O)(=O)C2)c1 (centres undefined),2.9%,-3.5%,-24.8%
Cc1cccc(N(C(=O)CS(=O)CC(=O)Nc2ccc3c(c2)OCO3)C(C)C(=O)NC2CCCC2)c1C (centres undefined),-23.1%,-14.3%,-6.9%

Other results
mol,DT40 TDP1 CPT,GCN5L2 inh,TDP1 cell noCPT
CN(CC(=O)Nc1cccc(F)c1)C(=O)CCNC(=O)c1ccc(Br)cc1,2.9%,-1.1%,-3.2%
COc1ccc(C2=CCN3CCCCC3C2)c(-c2ccc(OC)c(OC)c2)c1 (centres undefined),?,-1.8%,?
Cc1nn(C)cc1C(C)NC(=O)c1cc(COc2ccc(F)c(F)c2)on1 (centres undefined),?,-5.6%,?
CC(C)CCN1CCN(Cc2ccc(Sc3nncn3C)o2)CC1CCO (centres undefined),12.0%,-0.9%,-2.9%
OCCC#Cc1ccc(CN2CCN(C3CCCCC3)C(CCO)C2)cc1 (centres undefined),3.6%,3.8%,9.7%
O=C(COc1ccc(F)cc1)NCCCn1ccnc1,19.4%,-4.1%,0.3%
O=C(NCc1ccccc1Cl)c1ccc(S(=O)(=O)Nc2cccc(C(F)(F)F)c2)cc1,-16.8%,-16.1%,?
COc1ccc(CNC(=O)CSc2nnc(C)c3c(C)n(-c4ccccc4)nc23)c(OC)c1,?,-11.7%,?
COc1c(Cl)cnn(-c2cccc(C)c2)c1=O,-8.7%,-2.9%,14.3%
COc1cccc(Nc2ncc3ncc(=O)n(CCc4ccccc4)c3n2)c1,-15.1%,-3.2%,-15.2%

(listing goes on)
mol,DT40 TDP1 CPT,GCN5L2 inh,TDP1 cell noCPT
Cc1csc(NC(=O)Cc2nn(C)c(=O)c3ccccc23)n1,10.3µM*,-1.2%,8.2µM*
NS(=O)(=O)c1ccc(O)c(NC(=O)c2ccc([N+](=O)[O-])o2)c1,?,?,?
O=C1CCC(C(=O)N2CCCC2)CN1Cc1cccc(C(F)(F)F)c1 (centres undefined),13.8%,-18.4%,-27.3%
Cc1ccc(-c2nc3c(c(SCC(=O)N4CCOCC4)n2)COC(C)(C)C3)cc1,?,/,?
CCOC(=O)COn1c(=O)c[n+]([O-])c2ccccc21,-10.0%,-6.2%,-21.6%
O=C(Nc1ccc(F)cc1)c1nc(SCc2ccccc2F)ncc1Cl,0.0%,-11.5%,-10.8%
Cc1c(C(=O)NCC2CCCO2)oc2ccc(S(=O)(=O)N3CCCC3)cc12 (centres undefined),-9.6%,-4.3%,-3.9%
CCC1CCCCN1C(=O)c1ccc(OC2CCN(C(=O)COC)CC2)cc1 (centres undefined),2.1%,1.3%,-3.2%
CC(C)C(C)NC(=O)Cn1cnc2c(oc3ccccc32)c1=O (centres undefined),9.5%,-1.0%,-2.6%
Cc1ccsc1C(=O)OCC(=O)NCc1ccc2c(c1)OCO2,14.8%,-4.5%,-21.9%

Further records.
mol,DT40 TDP1 CPT,GCN5L2 inh,TDP1 cell noCPT
Nc1cc(Oc2ccc(F)cc2F)cc([N+](=O)[O-])c1,-25.8%,-9.0%,-21.0%
O=C1[C@H](Cc2ccccc2)NCC=CC[C@H](c2ccco2)N1Cc1ccccc1,20.6µM*,/,?
CCc1nnc(NC(=O)CSc2nnc(C3CC3)n2C)s1,-0.4%,-7.4%,-16.2%
CCC(C)c1ccccc1N1CC(C(=O)N2CCN(C(=O)c3ccco3)CC2)CC1=O (centres undefined),-1.4%,-4.7%,6.1%
Cc1cccc2nc(-c3cccc(NC(=O)Cc4ccccc4)c3)cn12,?,-1.0%,?
CCNc1ncc2nc(-c3ccccc3)c(=O)n(CCc3ccccc3)c2n1,1.8%,-15.4%,-11.5%
Cc1cnc(SCC2CCCO2)nc1C1CCCN(C(=O)c2ccc(S(N)(=O)=O)cc2)C1 (centres undefined),5.5%,/,?
CCN(CC)C(=O)CSc1nc(N)c(C(=O)Nc2ccc(OC)cc2)s1,-29.7%,-1.8%,-27.9%
COc1ccc(OC)c(CN2C(=O)c3ccccc3C2C(=O)NCC2CCCO2)c1 (centres undefined),0.5%,2.4%,-3.9%
CC(=O)N1CCC(C(=O)N2c3ccccc3N=C(c3ccc(C(F)(F)F)cc3)C2C(=O)NC(C)(C)C)CC1 (centres undefined),?,/,?

More entries:
mol,DT40 TDP1 CPT,GCN5L2 inh,TDP1 cell noCPT
Cc1cc(C)c(C)c(OCCCn2ccnc2)c1,-23.0%,-0.3%,?
C=CC[C@@H](CC(=O)N[C@H](CO)Cc1ccccc1)C(=O)N[C@@H](C)COC(=O)[C@@H](CC=C)CC(=O)OC(C)(C)C,?,1.3%,-20.6%
O=S(=O)(Cc1ccccc1)N1CCN(Cc2ccc3c(c2)OCO3)CC1,-20.0%,/,-27.8%
COc1ccc(C(c2nnnn2Cc2ccccc2)N2CCN(C(=O)c3ccco3)CC2)cc1OC (centres undefined),-11.7%,-1.9%,-20.4%
